Source: PubChem
Kir21 inh: inhibitors of mouse Kir2.1 inward-rectifier potassium channel; 310,000 tested, 0.85% active; AID 1672; B-score at 10 µM; HEK293-Kir2.1, FluxOR thallium flux fluorescence; stronger effect = lower value;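 active means fluorescence ratio B-score at or below minus 3 SD of library scores, with starting-brightness B-score within 2 SD, cut at about -4.2 in these data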;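 further: channel flux triggered by added potassium and thallium sulfate stimulus; B-score of peak minus minimum fluorescence over baseline after thallium stimulus; more negative B-score means stronger Kir2.1 block with less thallium influx; some compounds called inactive have numbers as strong as hits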
Target sequence (P35561 whole entry, looked up): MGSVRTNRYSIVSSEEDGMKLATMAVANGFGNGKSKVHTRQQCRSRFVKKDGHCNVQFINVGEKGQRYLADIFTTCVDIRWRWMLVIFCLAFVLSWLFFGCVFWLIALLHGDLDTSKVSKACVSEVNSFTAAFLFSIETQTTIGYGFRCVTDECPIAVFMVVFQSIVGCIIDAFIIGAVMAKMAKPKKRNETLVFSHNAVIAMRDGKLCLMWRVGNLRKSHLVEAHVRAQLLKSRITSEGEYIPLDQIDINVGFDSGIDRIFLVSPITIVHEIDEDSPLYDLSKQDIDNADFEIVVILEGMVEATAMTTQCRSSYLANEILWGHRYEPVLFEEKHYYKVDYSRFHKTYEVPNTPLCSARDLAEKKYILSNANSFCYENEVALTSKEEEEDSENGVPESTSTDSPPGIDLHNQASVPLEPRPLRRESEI
KCNQ2 inh: KCNQ2 potassium channel inhibitors, primary screen, cell-based, CHO-K1, FluxOR thallium flux, B-score (AID 2156) | B-score at 10 µM | 20 min; stronger effect = lower value | O88943 | 310,000 tested, 1.1% active;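 active means fluorescence ratio B-score at most minus 3 library SDs, with starting brightness B-score within 2 library SDs, cut at about -5.5 in these data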
* marks the source's active call; other numbers are inactive results; i = inactive.

Order of results – Kir21 inh | KCNQ2 inh
> N[C@@H](Cc1ccc(O)cc1)c1nnc([C@H](CCC(=O)O)NC(=O)C2CCNCC2)o1
    0.33 | i
> CCOC(=O)c1cc([N+](=O)[O-])sc1NC(=O)c1ccc(S(=O)(=O)N2CC3(C)CC2CC(C)(C)C3)cc1 (stereo not given)
    1.3 | i
> CCC1C(=O)Nc2ccccc2N1C(=O)c1ccc(Cl)nc1 (stereo not given)
    -0.84 | i
> O=S(=O)(c1ccccc1)N1CCN(c2cc(-c3ccccc3)nc3ncnn23)CC1
    -0.07 | i
> COc1ccc(NC(=S)N2CCN(S(=O)(=O)c3ccc(F)cc3)CC2)cc1OC
    -0.44 | i
> COCCn1c(SCC(=O)Nc2cccc(OC)c2)nnc1-c1ccccc1
    -0.2 | i
> O=C(CCCNC(=O)c1ccc(Cl)cc1)Nc1ccc(Br)cc1
    -1.5 | i
> CCCCc1nn(-c2cc(Cl)ccc2OC)c2c1C(=O)CC(C)(C)C2
    -0.85 | i
> COC(=O)C1CCN(C(=O)COC(=O)CC(NC(N)=O)c2ccc(Cl)cc2)CC1 (stereo not given)
    0.28 | i
> O=C(CSc1ccc(Cl)cc1)NCc1ccco1
    -0.04 | i
> O=C(CCn1c(=O)oc2ccccc21)NCc1ccco1
    -1.5 | i
> COCCN1CCN(C(=O)C2CCC(=O)N(Cc3ccccc3OC)C2)CC1 (stereo not given)
    0.01 | i
> O=C(NCC(c1cccnc1)N1CCOCC1)NC1CCCCC1 (stereo not given)
    3 | i
> COc1ccc(CN2CCCC(C(=O)N3CCCCC3)C2)cc1 (stereo not given)
    0.32 | i
> CCOC(=O)N1CCC(n2c(SCC(=O)N3CCC(C)CC3)nc3ccccc3c2=O)CC1
    -0.42 | -7.8*
> COc1ccc(S(=O)(=O)CC2(O)CCN(C(=O)CC(C)C)CC2)cc1
    -1.5 | i
> CSc1ncccc1C(=O)OCC(=O)N(CC(C)C)C1CCS(=O)(=O)C1 (stereo not given)
    0.62 | i
> CSc1ccc(C(=O)C2CCCN(C(=O)c3ccc4c(c3)no[n+]4[O-])C2)cc1 (stereo not given)
    -0.69 | i
> CCOC(=O)C1CCN(C(=O)c2n[nH]c(=O)c3ccccc23)CC1
    -0.24 | i
> CC(=O)c1ccc(NC(=O)C[n+]2cccc(C)c2)cc1
    -0.57 | i
> CCOC(=O)C1=C(C)NC2=C(C(=O)c3ccccc32)C1c1cccnc1 (stereo not given)
    -0.04 | i
> FC(F)(F)c1cc(CCN2C(=S)NC[C@@H]2Cc2ccccc2)cc(C(F)(F)F)c1
    0.19 | i
> CCOc1ccc(CNC(=O)C2CCCN(S(C)(=O)=O)C2)cc1OC (stereo not given)
    -1.3 | i
> Cc1nn(CC(=O)N/N=C/c2ccc(F)cc2)c(C)c1[N+](=O)[O-]
    -0.56 | i
> COCCCNC(=O)CC(NS(=O)(=O)c1ccc(F)cc1)c1ccc(OC)cc1 (stereo not given)
    -0.44 | i
> Cc1cccc(-n2ccnc2SCC(=O)Nc2nnc(C)s2)c1
    1 | i
> O=C(Nc1ccc2c(c1)OCO2)c1cccc(F)c1
    1.3 | i
> CC1(C)Cc2cccc(OCC(=O)OCC(=O)Nc3ccccc3)c2O1
    1.6 | i
> COc1ccc(N2CCN(C(=O)CN(c3cccc(Br)c3)S(C)(=O)=O)CC2)cc1
    1 | i
> CCCCN1C(N)=NC[C@H]1Cc1ccc(O)cc1
    0.21 | i

(cont.)
Order of results – Kir21 inh | KCNQ2 inh
> CN(C)CCC(=O)NCC1OCCc2ccccc21 (stereo not given)
    -0.47 | i
> CCn1c(Nc2ccccc2Cl)nc2ccccc21
    2.2 | i
> CCOCc1cnc(C)nc1NCC(=O)c1c(C)n(C)c2ccc(OC)cc12
    0.01 | i
> CSc1ccccc1NC(=O)c1cc(S(=O)(=O)N(C)C)ccc1N1CCCC1
    0.42 | i
> COc1ccc(/C=N/N2CCN(C)CC2)cc1OC
    -0.12 | i
> CCSc1ncc(Cl)c(C(=O)Nc2cc(C)ccc2C)n1
    0.34 | i
> Cc1cc(O)c(C(=O)c2ccccc2C(=O)O)cc1C
    -1.1 | i
> O=C(Oc1cccc(NC2=NS(=O)(=O)c3ccccc32)c1)c1ccncc1
    -0.17 | i
> O=C(CCS(=O)(=O)c1ccccc1Cl)NCCC1=CCCCC1
    -0.02 | i
> CCCC(=O)N1CCN(c2ccc([N+](=O)[O-])cc2Cl)CC1
    2.4 | i
> Cc1ccsc1/C=N/N1CCN(Cc2ccccc2)CC1
    0.04 | i
> O=C(O)CCCC(=O)NNc1ncnc2ccccc12
    -0.19 | i
> CCOC(=O)c1ccc(N2CCN(C(=O)c3ccccc3)CC2)c(NC(=O)c2ccco2)c1
    -0.53 | i
> O=C(NNC(=S)Nc1ccc(F)cc1)C1[C@H]2CCCC[C@@H]12 (stereo not given in full)
    0.06 | i
> CCN(CC)CCNC(=O)c1ccc(NC(=O)c2cc(S(=O)(=O)N3CCCCC3)ccc2C)cc1
    -0.68 | i
> COC(=O)c1cc(C)sc1NC(=O)CSc1ncccn1
    -1.1 | i
> COc1ccc(-c2cc(=O)oc3cc(OCC(=O)N(C)C)ccc23)cc1
    -0.52 | i
> O=C(CSc1nnc(CNc2cccc(C(F)(F)F)c2)n1Cc1ccco1)NCc1ccco1
    -0.04 | i
> COc1ccc(OCC(=O)Nc2cc(NC(=O)COc3ccc(OC)cc3)cc(C(=O)O)c2)cc1
    1.1 | i
> CCOC(=O)CSc1nnc2cc(C)c3ccccc3n12
    0.66 | i
> CCC(C)(C)C1CCc2[nH]nc(C(=O)N/N=C(\C)c3ccco3)c2C1 (stereo not given)
    0.57 | i
> O=C(N/C(=C\c1ccccc1)C(=O)N1CCOCC1)c1ccc(Br)o1
    -0.33 | i
> Cc1cc(S(=O)(=O)NCCc2ccccc2)ccc1-n1cnnn1
    0.72 | i
> COc1ccccc1NS(=O)(=O)c1cccc(NC(=O)Nc2cccc(Cl)c2)c1
    0.06 | i
> COc1cccc(C2C(C#N)=C(N)OC(C(C)(C)C)=C2C#N)c1 (stereo not given)
    -0.96 | i
> O=C1CCCC2=C1C(c1ccc(O)c(O)c1)Nc1ccc3ccccc3c12 (stereo not given)
    -1.5 | i
> Cc1ccc2oc(C(=O)NCCCN3CCOCC3)c(C)c2c1
    -0.32 | i
> O=C(CC1N=C(Cc2ccccc2)NNC1=O)N/N=C/c1ccc([N+](=O)[O-])cc1 (stereo not given)
    -0.29 | i
> CCOC(=O)CN(C#N)c1nc(C)cc(C)n1
    0.72 | i
> N#Cc1ccsc1NC(=O)CN1CCOCC1
    0.72 | i

Single records, from the list above. Screens in order: Kir21 inh | KCNQ2 inh
CSc1ccccc1NC(=O)c1cc(S(=O)(=O)N(C)C)ccc1N1CCCC1 is entered as 0.42 | i
COCCCNC(=O)CC(NS(=O)(=O)c1ccc(F)cc1)c1ccc(OC)cc1 (stereo not given) is entered as -0.44 | i
COCCn1c(SCC(=O)Nc2cccc(OC)c2)nnc1-c1ccccc1 is entered as -0.2 | i
CCCCN1C(N)=NC[C@H]1Cc1ccc(O)cc1 is entered as 0.21 | i

The results go on:
Order of results – Kir21 inh | KCNQ2 inh
> Cc1ccc(NC(=O)CSc2ccc(-c3ccccn3)nn2)cc1F
    -0.09 | i
> CCOC(=O)C1CCCN(C(=O)/C=C/c2ccc(OC)cc2)C1 (stereo not given)
    2.4 | i
> CC(C)(C)c1cnnn1-c1ccc(/C=N/Nc2ccc([N+](=O)[O-])cc2)cc1
    -1.8 | i
> CCOC(=O)/C(=N\Nc1ccc(OC)cc1)c1csc(Nc2ccccc2)n1
    -0.02 | i
> Cc1nnc(SCC(=O)NCc2ccc3c(c2)OCO3)[nH]c1=O
    0 | i
> CC(C)(C)c1nn(-c2ccccc2)c2[nH]c(=O)c(CNCc3ccco3)cc12
    -1.6 | i
> C/C(COc1ccccc1)=N\NC(=O)c1nnn(-c2nonc2N)c1CSc1ccccc1
    -0.93 | i
> O=c1ccc(-c2ccc(S(=O)(=O)Nc3ccc(F)cc3)s2)n[nH]1
    -1.2 | i
> CC(C)C(C)(C#N)NC(=O)CSc1nc2scc(-c3ccc(F)cc3)c2c(=O)n1Cc1ccccc1 (stereo not given)
    1.3 | i
> Cc1ccc(/C=C2/NC(=O)N(c3ccccc3)C2=O)o1
    1.2 | i
> CC(=O)c1cccc(NCC(=O)Nc2cc(S(=O)(=O)N3CCCCC3)ccc2C)c1
    -0.65 | i
> O=C(CCc1ccccc1)NNC(=S)NC(=O)c1ccc(Cl)cc1
    2.2 | i
> CCCC(CCC(=O)Nc1ccc(C(=O)OC)cc1)C(=O)O (stereo not given)
    -0.95 | i
> O=C(CC1C(=O)NCCN1Cc1ccccc1C(F)(F)F)NC1CCCCCC1 (stereo not given)
    0.04 | i
> COc1ccc(CNC2CCCc3ccccc32)c(OC)c1 (stereo not given)
    -1.9 | i
> O=C(Nc1c2c(nn1-c1ccc(F)cc1)CS(=O)(=O)C2)c1ccc(S(=O)(=O)N2CCOCC2)cc1
    -0.27 | i
> CCOC1(OCC)N=C(N)C2(C#N)C(c3ccc(NC(C)=O)cc3)C12C#N (stereo not given)
    -1.9 | i
> O=C(Nc1ccc(Cl)cc1Cl)c1ccc2ncsc2c1
    -0.03 | i
> CCOC(=O)c1c(-n2cnnn2)sc2c1CCCC2
    -0.58 | i
> O=C(Nc1nc2ccccc2[nH]1)NC1CCCCC1
    -0.81 | i
> COc1ccc2c(c1)SCC/C2=C\CN1C(=O)CCC1=O
    -0.13 | i
> Cc1cc(Cl)ccc1Oc1ccc(C(N)=O)cc1[N+](=O)[O-]
    1.9 | i
> Cc1ccc(S(=O)(=O)Nc2cccc(-c3ccc(N4CCCCCC4)nn3)c2)cc1
    0.23 | i
> CCn1c2ccccc2c2cc(NC(=O)C(C)Oc3ccc(OC)cc3)ccc21 (stereo not given)
    -0.29 | -6.2*
> CCCC1=C(C(=O)OCC)C(c2ccc(OC)c(CSc3ccccn3)c2)C(C#N)=C(N)O1 (stereo not given)
    -0.84 | i
> O=C(COC(=O)COc1ccccc1[N+](=O)[O-])Nc1cccc(Br)c1
    -0.02 | i
> C=CCn1c(C)cc(C(=O)COc2ccc(C)nc2[N+](=O)[O-])c1C
    0.63 | i
> CCOc1ccccc1NC(=O)COC(=O)c1cccc(-c2ccc(OC(C)=O)cc2)c1
    -2.2 | i
> CN1CCCC(OC(=O)c2ccccc2Br)C1 (stereo not given)
    0.47 | i
> CCC(C)NC(=O)c1ccc(CSc2nc3ccncc3n2Cc2ccc(F)cc2)cc1 (stereo not given)
    0.31 | i

Next section
Structure	Kir21 inh	KCNQ2 inh
CCOC(=O)c1cc2sccc2n1CC(=O)O	-1.6	i
O=C(CNc1cccc2ccccc12)c1ccc([N+](=O)[O-])cc1	-0.41	i
Cc1cc2cc(CNC(=O)Nc3cccc(Cl)c3)ccc2n1C	-0.02	i
O=C(Nc1nccs1)c1cccc(S(=O)(=O)N2CCCC2)c1	1.3	i
O=C1/C(=C/c2ccccc2F)SC(=S)N1CC(=O)N1CCCCC1c1cccnc1 (stereo not given)	1	i
COCCN=C1N[C@@H](c2ccccc2)C(C(=O)OC)=C(C)N1Cc1ccccc1	-2.8	i
CN(CC1CCOCC1)C(=O)c1ccc2nc(Cc3cccc(Cl)c3)oc2c1	-2.2	i
CCOc1ccc(-n2c(SCC(=O)Nc3ccc(OC)cc3)nc3sc4c(c3c2=O)CCN(C)C4)cc1	0.95	i
CCOc1cc(C2/C(=C(\O)c3cc(C)ccc3C)C(=O)C(=O)N2CCN(C)C)ccc1O (stereo not given)	-0.39	i
N#CC(C#N)=Cc1ccc(OCC(=O)N2CCOCC2)cc1	-0.73	i
Cc1ccsc1/C=N/N1CCN(c2ccccc2)CC1	0.77	i
Cn1c(=O)[nH]c(=O)c2c1nc(Br)n2Cc1ccccc1Cl	0.88	i
O=C(NCc1cccnc1)C1c2ccccc2C(=O)N1Cc1ccccc1 (stereo not given)	-1.5	i
CCOC(=O)c1cc(-c2cccs2)nn1CCC#N	0.09	i
NC(=O)CCn1nc(-c2ccccc2)c2ccccc2c1=O	1.9	i
O=C(O)C1CC(c2ccccc2F)=NO1 (stereo not given)	0.15	i
CC(C)c1ccc(N(C(=O)c2csnn2)C(C(=O)NC2CCCC2)c2cccnc2)cc1 (stereo not given)	2.6	i
COc1cc(NC(=O)CCCC(=O)OCC(F)(F)C(F)F)nc(OC)n1	0.61	i
CCCCC1CCC(C(=O)Nc2ccccc2)CC1 (stereo not given)	1.1	i
COc1cccc(CN(C)C(=O)COc2ccc(C(=O)c3ccc(Cl)cc3)cc2)c1OC	-0.12	i

(listing goes on)
Structure	Kir21 inh	KCNQ2 inh
COc1ccc(CC(=O)Nc2cccc(-c3ccc4nnc(C)n4n3)c2)cc1	0.12	i
CCN(CC)CC(=O)NCC1(c2ccccc2)CCCC1	-0.89	i
Cc1cc(C)c2nc(-c3ccccn3)cc(C(=O)NCc3ccco3)c2c1	0.02	i
C#CC[N+](C)(C)CCCCCCCCC	0.9	i
CCOC(=O)c1c(NC(=O)CSc2nnnn2-c2ccc(OC)cc2)sc(C)c1C	-0.85	i
COc1ccc(Cc2nnc(SCC(=O)c3ccccc3)o2)cc1	0.98	i
CCCCCOc1ccc(CSc2n[nH]c(C)n2)cc1	-0.01	i
c1ccc2c(c1)[nH]c1c3ccccc3sc21	0.85	i
Cc1oc(-c2ccccc2F)nc1CS(=O)(=O)CC(=O)NCCN1CCCC1	0.92	i

An excerpt from above in order of length of the SMILES, highest first.
Structure	Kir21 inh	KCNQ2 inh
COc1ccc(Cc2nnc(SCC(=O)c3ccccc3)o2)cc1	0.98	i
c1ccc2c(c1)[nH]c1c3ccccc3sc21	0.85	i
C#CC[N+](C)(C)CCCCCCCCC	0.9	i
